High-throughput results: PubChem BioAssay, Sanford-Burnham Center for Chemical Genomics
NLRP3 yeast inh: blocks the NALP3 inflammasome reconstituted in yeast; inhibition, % at 10 µM; AID 2825; Yeast reconstituted NLRP3/ASC/caspase-1, beta-gal luminescence, 24 h; 330,000 tested, 0.39% active;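 active = inhibition of 50% or more; inactive = inhibition below 50%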;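 also: plate controls were induced DMSO wells for no effect and uninduced yeast grown without galactose for full effect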
mIAP act: mouse IAP activation; muIAP, CDP-Star luminescence, 30 min; stronger effect = higher value; 1 = vehicle-only enzyme signal, 0 = enzyme-free wells; activation factor at 10 µM; 330,000 tested, 0.24% active; AID 2805;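 active = activation factor of at least 2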; also: the source names both 10 and 20 µM as test concentration; values of inactives mirror those of a sister screen read the other way
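Assay system: mouse IAP enzyme; Reagent: CDP-Star chemiluminescent phosphatase substrate; Compound: DMSO-dissolved test compounds; Incubation: 30 min, room temperature; Technique: luminescence from enzymatic CDP-Star hydrolysis; Controls: DMSO-only wells and no-enzyme negative control.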
ATG4B inhibitor: ATG4B (human) cysteine protease inhibition. 340,000 tested, 0.51% active. inhibition, % at 8.33 µM. AID 504462. ATG4B cleavage of LC3-PLA2, NBD-HPC fluorescence, 1 h; in the data active = inhibition above about 40%
Target sequence (Q9Y4P1 whole entry, looked up): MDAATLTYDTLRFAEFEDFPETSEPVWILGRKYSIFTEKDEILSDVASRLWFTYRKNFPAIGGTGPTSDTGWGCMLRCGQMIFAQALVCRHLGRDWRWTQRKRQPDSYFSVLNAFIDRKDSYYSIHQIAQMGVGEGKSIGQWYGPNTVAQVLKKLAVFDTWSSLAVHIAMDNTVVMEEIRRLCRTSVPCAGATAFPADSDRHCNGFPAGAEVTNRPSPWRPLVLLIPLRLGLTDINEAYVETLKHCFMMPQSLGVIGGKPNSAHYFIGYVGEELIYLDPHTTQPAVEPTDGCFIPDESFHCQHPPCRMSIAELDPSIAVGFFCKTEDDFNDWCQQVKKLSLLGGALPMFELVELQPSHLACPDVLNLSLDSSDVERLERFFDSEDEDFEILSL
TIM10 inh: growth inhibitors of TIM10 yeast strain; S. cerevisiae TIM10 strain growth, BacTiter-Glo luminescence, 24 h; inhibition, % at 10 µM; 330,000 tested, 1.4% active; AID 463195;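 active = inhibition of 40% or more at the single tested concentration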;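 also: wild-type TIM10 isogenic control strain grown at permissive 25 °C; 0% = DMSO yeast wells and 100% = minimal medium wells without yeast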
Apaf1 inhib: blocks human Apaf-1 apoptosome activity; O14727; inhibition, % at 20 µM; AID 489030; 330,000 tested, 0.71% active; reconstituted apoptosome caspase-3 activity, DEVD-Rh110 fluorescence; active = inhibition of at least 40% at 20 µM;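 also: plate controls were DMSO wells for no effect and DEVD-CHO caspase inhibitor wells for full effect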
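System – cell-free apoptosome with Apaf-1, procaspase-3 and caspase-9 · Buffer or medium – pH 7.5 Hepes buffer with CHAPS, BSA, DTT · Also added – cytochrome c with DEVD-Rh110 · Times – 30 min compound preincubation, 50 min activation, room temperature · Technique – Rh110 fluorescence intensity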
hIAP activ: human IAP activation; P09923; purified human IAP, CDP-Star luminescence, 30 min; stronger effect = higher value; 1 = vehicle-only enzyme, 0 = enzyme-free background; activation factor at 10 µM; 330,000 tested, 0.16% active; AID 2524;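 active = activation factor of the enzyme at least 2-fold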; also: the source names both 10 and 20 µM as test concentration; values of inactives mirror those of a sister screen read the other way
Target sequence (P09923 whole entry, looked up): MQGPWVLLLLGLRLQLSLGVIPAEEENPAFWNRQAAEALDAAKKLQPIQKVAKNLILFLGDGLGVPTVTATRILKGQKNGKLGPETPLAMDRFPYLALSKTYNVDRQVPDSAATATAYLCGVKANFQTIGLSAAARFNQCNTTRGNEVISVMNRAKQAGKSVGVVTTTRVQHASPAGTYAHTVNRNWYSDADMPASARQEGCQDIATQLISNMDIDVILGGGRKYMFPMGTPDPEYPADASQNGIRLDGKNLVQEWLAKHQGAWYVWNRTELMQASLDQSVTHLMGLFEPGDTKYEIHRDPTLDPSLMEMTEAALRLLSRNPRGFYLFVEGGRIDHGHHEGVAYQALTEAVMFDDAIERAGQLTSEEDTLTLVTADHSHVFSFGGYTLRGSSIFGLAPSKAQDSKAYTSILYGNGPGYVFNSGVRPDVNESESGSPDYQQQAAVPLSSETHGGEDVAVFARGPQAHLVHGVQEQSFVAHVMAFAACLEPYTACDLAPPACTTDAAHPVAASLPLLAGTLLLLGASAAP
tim10-1 inh: tim10-1 yeast growth inhibition; S. cerevisiae tim10-1 ts strain growth, BacTiter-Glo, 24 h; inhibition, % at 20 µM; 330,000 tested, 2.2% active;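 active = inhibition of at least 40%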;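 also: mutant grown at 25 °C; 0% = DMSO wells with yeast and 100% = wells holding no yeast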
hIAP block: blocks human intestinal alkaline phosphatase. purified IAP, CDP-Star luminescence, 30 min. inhibition, % at 10 µM. 330,000 tested, 0.12% active;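 active = inhibition reaching a set limit with compound at 10 µM in the primary screen, cut at about 35% in these data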;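 also: plate controls were DMSO wells with enzyme for no effect and no-enzyme buffer wells for full effect; values of inactives mirror those of a sister screen read the other way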
mIAP inh: mouse IAP inhibition. purified mouse IAP, CDP-Star luminescence, 30 min. inhibition, % at 10 µM. 330,000 tested, 0.2% active;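 active = inhibition of at least 40% at 10 µM in the primary screen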;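 also: plate controls were DMSO with enzyme for no effect and no enzyme wells for full effect; values of inactives mirror those of a sister screen read the other way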
An asterisk follows results filed as active; . = no result given; & = joins results of further samples.

Assay codes: A = NLRP3 yeast inh; B = mIAP act; C = ATG4B inhibitor; D = TIM10 inh; E = Apaf1 inhib; F = hIAP activ; G = tim10-1 inh; H = hIAP block; I = mIAP inh
CCN(Cc1ccccc1)C(=O)CSc1ncn[nH]1
  A = 5	B = 1	C = -5	D = -15	E = 3	F = 0.95	G = 2	H = 5	I = -1

CCn1cc(/C=C(\NC(=O)c2ccccc2Cl)C(=O)N2CCOCC2)c2ccccc21
  A = 9	B = 1.1	C = 3	D = 11	E = 9	F = 1.1	G = 7	H = -12	I = -14

CCCCn1c(N)c(N(CCOC)C(=O)COC(=O)COc2ccccc2C#N)c(=O)[nH]c1=O
  A = 15	B = 0.96	C = -1	D = -4	E = 6	F = 1.1	G = -9	H = -8	I = 4

COc1ccccc1NNC(=O)c1cc(C(C)(C)C)nn1Cc1ccccc1
  A = 23	B = 1.1	C = -5	D = 13	E = 22	F = 0.99	G = 12	H = 1	I = -6

CCOCCCNC(=O)/C(C#N)=C/c1ccc(C)o1
  A = -2	B = 1.1	C = 3	D = 3	E = 10	F = 0.9	G = -4	H = 10	I = -6

CCCCNC(=O)C(C)N(CCN(C)C)C(=O)CCCN1C(=O)NC(c2ccc(Cl)cc2)C(C(=O)OCc2ccccc2)=C1C (centres undefined)
  A = .	B = 1.2	C = -8	D = 2	E = 57*	F = .	G = 6	H = .	I = -16

COc1cc(/C=C2\SC(N3CCc4ccccc4C3)=NC2=O)cc(OC)c1OC
  A = 20	B = 0.8	C = 1	D = 34	E = 9	F = 0.84	G = 26	H = 16	I = 20

Cc1ccc(S(=O)(=O)N(C)C)cc1NC(=O)COC(=O)c1ccc2c(=O)n3c(nc2c1)CCC3
  A = 18	B = 1	C = -11	D = -3	E = -1	F = 0.84	G = -5	H = 16	I = 0

Cc1ccc(C(C(=O)NCCc2ccccc2)N(C(=O)c2csnn2)C2CC2)o1 (centres undefined)
  A = 13	B = 1	C = -1	D = 1	E = -5	F = 1	G = 18	H = -3	I = -3

Cc1cc(Cl)ccc1NC(=S)N1CCN(Cc2ccccc2)CC1
  A = 11	B = 1	C = -2	D = 24	E = -1	F = 0.89	G = 26	H = 11	I = 0

CCOC(=O)N1CCN(C(=S)Nc2ccc(C)cc2)CC1
  A = -29	B = 1	C = -2	D = 5	E = 2	F = 1	G = 8	H = -2	I = -2

c1ccc(Nc2c3c(nc4ccccc24)CCC3)cc1
  A = -3	B = 0.94	C = 23	D = -4	E = 8	F = 0.8	G = 7	H = 20	I = 6

Cn1c(=O)c2c(nc(SCC(=O)NC34CC5CC(CC(C5)C3)C4)n2C)n(C)c1=O
  A = 17	B = 1.1	C = -5	D = 30	E = -4	F = 1.1	G = 17	H = -8	I = -7

C=C1C(=O)O[C@H]2C1CC[C@@](C)(O)C13C=CC(C)(C21)C1(C3)C(=O)O[C@@H]2C3C(C)=CCC3[C@](C)(O)C[C@H](OC(C)=O)C21 (some centres undefined)
  A = 13	B = 1	C = -6	D = 6	E = -1	F = 1.2	G = 2	H = -19	I = -4

COc1cc(C(=O)N2CCC(n3c(C)nc4cc(F)ccc43)CC2)cc(OC)c1OC
  A = 1	B = 0.99	C = 3	D = 14	E = 5	F = 1.2	G = 18	H = -19	I = 1

Cc1noc(C)c1S(=O)(=O)N(CC(=O)O)c1ccc2c(c1)OCO2
  A = -7	B = 0.88	C = 9	D = -7	E = -2	F = 1.1	G = 4	H = -9	I = 12

CCOc1ccc(-c2noc(CCC(=O)NC)n2)cc1OCC
  A = 2	B = 0.97	C = -1	D = 5	E = 0	F = 1	G = 2	H = 0	I = 2

CCCCC1(Cc2ccc(OC)c([N+](=O)[O-])c2)C(=O)N(c2ccccc2)N(c2ccccc2)C1=O
  A = 10	B = 0.94	C = -6	D = 10	E = 9	F = 0.88	G = 24	H = 12	I = 6

Cc1[nH]n(-c2nc(-c3ccccc3)cc(=O)[nH]2)c(=O)c1CCO
  A = 21	B = 0.88	C = 0	D = 6	E = -4	F = 0.38	G = 2	H = 62*	I = 12

COc1ccc(Cl)cc1NC(=O)CCc1nnc2ccc(N3CCN(C)CC3)nn12
  A = 10	B = 1	C = 0	D = 0	E = 6	F = 1.1	G = -20	H = -7	I = -3

COc1cc(C)c(Br)cc1S(=O)(=O)NCCN1CCOCC1
  A = 24	B = 1	C = -10	D = -2	E = 10	F = 0.87	G = 12	H = 13	I = 0

O=C(Cn1nnc(-c2ccccc2F)n1)Nc1ccc(C(=O)N2CCOCC2)cc1
  A = 1	B = 0.97	C = 5	D = -1	E = -1	F = 0.99	G = 2	H = 1	I = 3

O=C(NC1=C(NC2CCS(=O)(=O)C2)C(=O)c2ccccc2C1=O)c1ccccc1 (centres undefined)
  A = 8	B = 0.71	C = -3	D = 25	E = 88*	F = 0.96	G = 3	H = 4	I = 29

O=C(COC(=O)c1ccc(Cl)nc1)c1ccc2c(c1)OCCO2
  A = 19	B = 1.1	C = 0	D = -10	E = -1	F = 0.98	G = -36	H = 2	I = -7

N#C/C(=C(\O)Cc1ccccc1)c1nc2ccccc2[nH]1
  A = 12	B = 0.87	C = 2	D = -9	E = 3	F = 0.82	G = -16	H = 18	I = 13

CC(C)Cc1nnc(NC(=O)CN2C(=O)NC3(CCCC3)C2=O)s1
  A = 0	B = 0.91	C = 4	D = 11	E = 2	F = 1	G = 7	H = 0	I = 9

CCCn1nnnc1-c1cc(Cl)cc(Cl)c1
  A = -21	B = 0.94	C = 5	D = -17	E = -4	F = 1	G = 18	H = -2	I = 6

CC1CCN(c2ccc3nnc(CCC(=O)N4CCN(c5ccccc5F)CC4)n3n2)CC1
  A = 7	B = 1.1	C = -10	D = 11	E = 8	F = 1.1	G = 13	H = -14	I = -8

Cc1cccc(C(=O)OCC(=O)NCCN2C(=O)CSC2=O)c1[N+](=O)[O-]
  A = 9	B = 1.1	C = -3	D = 8	E = -9	F = 1.2	G = -3	H = -16	I = -9

CCCCNC(=O)OCCNC(=O)NC
  A = 5	B = 0.99	C = -4	D = -16	E = -3	F = 0.87	G = 8	H = 13	I = 1

COCC(C)n1c(-c2ccc3c(c2)NC(=O)CO3)csc1=Nc1ccc(OC(F)F)cc1 (centres undefined)
  A = 12	B = 1.1	C = -8&1	D = 13	E = 29	F = 1.1	G = 31	H = -8	I = -11

O=C(NCCN1CCOCC1)c1cc(-c2ccc(F)cc2)on1
  A = 7	B = 1.1	C = 1	D = -8	E = -3	F = 1.1	G = 12	H = -5	I = -7

CCN(CC)S(=O)(=O)c1ccc(NCc2ccccc2)nc1
  A = -2	B = 0.99	C = 7	D = -5	E = 4	F = 1	G = 24	H = -5	I = 0

N#Cc1ccc(C(=O)Nc2ccn(-c3ccccc3)n2)cc1
  A = 28	B = 1	C = -1	D = 16	E = -6	F = 0.85	G = 9	H = 15	I = 0

CCc1ccc[n+](-c2[nH]c(=O)sc2/C=N/N=C(\[O-])c2ccncc2)c1
  A = 17	B = 0.94	C = -6	D = 6	E = 4	F = 0.73	G = -5	H = 27	I = 6

O=C(Nc1cccc(C(F)(F)F)c1)c1cncs1
  A = 10	B = 1	C = 1	D = 13	E = 1	F = 1.1	G = 31	H = -13	I = -4

CSc1nc(-c2ccc(Cl)cc2)nn1C(=O)c1ccco1
  A = 3	B = 1.1	C = 8	D = 13	E = 3	F = 1	G = 14	H = -4	I = -5

COc1cccc(C(O)c2cnc(C(C)C)n2C)c1OC (centres undefined)
  A = 0	B = 1.1	C = 0	D = -6	E = -25	F = 0.86	G = -5	H = 14	I = -9

COc1ccc(CNC(=O)COC(=O)[C@H](Cc2c[nH]c3ccccc23)NC(=O)c2cccs2)cc1
  A = 7	B = 1	C = -22	D = -5	E = -1	F = 1	G = 0	H = -4	I = -1

C=CCN1C(=O)C(CC(=O)O)SC1=Nc1ccc(C)cc1 (centres undefined)
  A = 19	B = 1.1	C = -8	D = 3	E = -9	F = 1	G = -5	H = -3	I = -10

O=C(CCCCn1c(=O)c2ccccc2n(CC(=O)NC2CCCC2)c1=O)NCc1ccco1
  A = 20	B = 1.1	C = 6	D = -14	E = -12	F = 0.9	G = -1	H = 10	I = -14

COc1ccccc1NS(=O)(=O)c1cccc(C(=O)N/N=C(\C)c2ccc(-n3ccnc3)cc2)c1
  A = -1	B = 0.9	C = -13	D = 2	E = 8	F = 1.1	G = 5	H = -13	I = 10

Cc1ccc(C)c(N2CCN(S(=O)(=O)c3c(C)[nH]c(C)c3C(=O)N3CCCC3)CC2)c1
  A = 2	B = 1	C = -4	D = 3	E = 6	F = 1.2	G = -8	H = -16	I = -4

Cc1cc(Cl)c2oc(C(=O)N(C)Cc3nccn3C)c(C)c2c1
  A = 26	B = 0.95	C = -7	D = 20	E = -2	F = 0.84	G = 22	H = 16	I = 5

COCCn1nnnc1C(c1ccc(OC)c(OC)c1)N1CCN(C(=O)c2ccco2)CC1 (centres undefined)
  A = 18	B = 0.99	C = -2	D = -3	E = 3	F = 1.1	G = -15	H = -7	I = 1

With a hit mark in hIAP block, among the entries above:
structure | NLRP3 yeast inh | mIAP act | ATG4B inhibitor | hIAP activ | hIAP block | mIAP inh
Cc1[nH]n(-c2nc(-c3ccccc3)cc(=O)[nH]2)c(=O)c1CCO | 21 | 0.88 | 0 | 0.38 | 62* | 12

Additional records follow.
Assay codes: A = NLRP3 yeast inh; B = mIAP act; C = ATG4B inhibitor; D = TIM10 inh; E = Apaf1 inhib; F = hIAP activ; G = tim10-1 inh; H = hIAP block; I = mIAP inh
O=C(Nc1cccc(Cl)c1)c1ccc(F)c(S(=O)(=O)NCc2cccs2)c1
  A = 10	B = 1	C = -15	D = 20	E = 12	F = 1	G = 19	H = 0	I = 0

CCCSc1nsc(SCCC)c1C(N)=O
  A = 9	B = 0.98	C = -7	D = -6	E = 2	F = 0.87	G = -1	H = 13	I = 2

CCN(CC(=O)Nc1c(F)cccc1F)C(=O)c1ccc(C2SCCS2)cc1
  A = 3	B = 1	C = -14	D = 3	E = 5	F = 0.99	G = 16	H = 0	I = -4

CC(C)c1ccccc1OCCNC(=O)c1cccnc1
  A = 23	B = 0.94	C = 1	D = 4	E = -3	F = 0.92	G = 13	H = 8	I = 6

CNc1cccccc1=S
  A = 9	B = 0.84	C = 3	D = -2	E = 29	F = 0.86	G = 10	H = 14	I = 16

CN1CCN(C(=O)c2ccc(OCCOc3ccccc3)cc2)CC1
  A = 10	B = 1	C = -3	D = -6	E = -8	F = 0.94	G = -3	H = 6	I = -1

COC(=O)c1[nH]c2ccccc2c1Sc1ccccc1
  A = -34	B = 1	C = -9	D = 10	E = 11	F = 1	G = 20	H = -2	I = -2

CCOC(=O)c1c(S(=O)(=O)NCc2ccc(C)o2)c(C)n(C)c1C
  A = 4	B = 1.1	C = 7	D = 7	E = 12	F = 1.3	G = 6	H = -27	I = -6

Cc1cc(C=O)c(C)n1-c1sc2c(c1C(=O)O)CCCC2
  A = -3	B = 1	C = -1	D = 5	E = 8	F = 1.1	G = 3	H = -11	I = -3

O=C(N/N=C/c1nn(-c2ccccc2)cc1-c1ccccc1)c1ccncc1
  A = 27	B = 0.91	C = -17	D = 40*	E = 16	F = 0.97	G = 39	H = 3	I = 9

CCOc1ccccc1N1CC(C(=O)NCCc2ccc(S(N)(=O)=O)cc2)CC1=O (centres undefined)
  A = 0	B = 1.1	C = -16	D = -1	E = -11	F = 0.96	G = 6	H = 4	I = -6

Sorted by the number under ATG4B inhibitor (smallest number first): 4 from the list above.
compound | ATG4B inhibitor
O=C(Nc1cccc(Cl)c1)c1ccc(F)c(S(=O)(=O)NCc2cccs2)c1 | -15
CCCSc1nsc(SCCC)c1C(N)=O | -7
CC(C)c1ccccc1OCCNC(=O)c1cccnc1 | 1
CNc1cccccc1=S | 3
